High-throughput results: PubChem BioAssay, several laboratories
DAX1 inh-1 – DAX1 (NR0B1) inhibitors, primary screen, cell-based, HEK293, Gal4-DAX1, luciferase luminescence | AID 504766, 2011 | HEK293 Gal4-DAX1 luciferase reporter | actives 0.99% (n = 340,000) | inhibition, % at 6.75 µM;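 active means inhibition above the mean over all tested compounds plus 3 SD, cut at about 4.2% in these data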;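 further: 0% = DAX1-transfected cells with DMSO and 100% = empty-vector control cells with DMSO; inhibition shows as a rise in luminescence from relieved DAX1 repression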
Target sequence (P51843 207-470 limits assumed): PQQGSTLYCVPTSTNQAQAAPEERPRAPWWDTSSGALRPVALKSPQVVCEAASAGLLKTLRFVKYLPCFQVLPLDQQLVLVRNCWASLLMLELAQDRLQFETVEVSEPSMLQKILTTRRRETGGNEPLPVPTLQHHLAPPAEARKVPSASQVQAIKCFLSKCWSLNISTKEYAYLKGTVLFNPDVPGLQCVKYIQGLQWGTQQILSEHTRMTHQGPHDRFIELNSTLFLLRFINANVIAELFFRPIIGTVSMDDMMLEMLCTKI
ADAM10 inh – human ADAM10 inhibitors, primary screen, biochemical, QFRET, HTS; AID 720582, 2013; actives 0.62% (n = 370,000); Disintegrin and metalloproteinase domain-containing protein 10 (Homo sapiens), O14672; inhibition, % at 7 µM; recombinant ADAM10, EDANS/DABCYL FRET peptide cleavage, 3 h;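 active means inhibition above a per-campaign cutoff equal to the mean of compounds falling between control-based bounds plus 3 SD, cut at about 20% in these data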;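 further: 0% = DMSO wells while the 100% control is not disclosed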
GC-B act – human GC-B receptor activators, primary screen, HEK293 GC-B cells, cGMP TR-FRET, EC30 CNP; Atrial natriuretic peptide receptor 2 (Homo sapiens), P20594; 0% at EC30 CNP, 100% saturating CNP; activation, % at 10 µM; AID 1920062, 2024; actives 0.11% (n = 370,000);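 active means activation at 10 µM reaching about 35% in either raw or pattern-adjusted values, limit read from the data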
HGIII-sPLA2 inh – human group III sPLA2 inhibitors, primary screen, biochemical, QFRET, BODIPY PC-A2 liposome substrate | Group 3 secretory phospholipase A2 (Homo sapiens), Q9NZ20 | QFRET BODIPY PC-A2 liposome hydrolysis, fluorescence | inhibition, % at 12.2 µM | actives 0.56% (n = 370,000) | AID 743126, 2013;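 active means inhibition above mean plus 3 SD of compounds lying within the high and low control bounds, cut at about 19% in these data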;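 further: 0% = median of test compound wells and 100% = no enzyme DMSO wells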
Target sequence (Q9NZ20 whole entry, looked up): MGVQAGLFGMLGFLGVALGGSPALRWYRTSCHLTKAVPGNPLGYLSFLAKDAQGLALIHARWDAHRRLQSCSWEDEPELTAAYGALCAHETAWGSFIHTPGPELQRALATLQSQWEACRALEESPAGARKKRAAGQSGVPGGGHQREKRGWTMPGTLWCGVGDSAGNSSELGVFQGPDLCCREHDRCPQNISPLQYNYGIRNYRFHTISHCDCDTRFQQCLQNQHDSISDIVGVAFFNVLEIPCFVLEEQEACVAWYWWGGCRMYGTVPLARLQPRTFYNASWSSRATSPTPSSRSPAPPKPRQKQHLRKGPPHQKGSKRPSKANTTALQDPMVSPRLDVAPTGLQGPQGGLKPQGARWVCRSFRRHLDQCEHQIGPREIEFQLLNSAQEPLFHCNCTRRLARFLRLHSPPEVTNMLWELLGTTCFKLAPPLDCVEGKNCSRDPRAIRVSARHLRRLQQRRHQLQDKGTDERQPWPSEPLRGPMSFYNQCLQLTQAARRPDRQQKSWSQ
ssDAF-12 act – S. stercoralis DAF-12 nuclear receptor activators, primary screen, cell-based, luminescence, HEK293, GRIP1 co-expression, lit1-tk-luc | HEK293 ssDAF-12/GRIP1 lit1-tk-luc reporter; % of 3 µM dafachronic acid response | activation, % at 6.8 µM | actives 1% (n = 370,000) | AID 652126, 2013;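 active means activation above the mean over all tested compounds plus 3 SD, cut at about 0.9% in these data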;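 further: 0% = DMSO-only wells and 100% = 3 µM delta7-dafachronic acid wells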
FXN GAA850 act – FXN promoter activators, primary screen, cell-based, luciferase luminescence, HEK293 lucGAA850. HEK293 lucGAA850 FXN promoter luciferase reporter, 24 h; percent of 10 µM SAHA response. actives 0.56% (n = 360,000). activation, % at 6 µM;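 active means activation above the average of all compounds screened plus 3 SD, cutoff fixed separately per campaign, cut at about 7.5% in these data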;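 further: 0% = DMSO wells and 100% = 10 µM SAHA wells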
GC-A act – GC-A stimulated cGMP production enhancers – HEK293 GC-A cells, cGMP TR-FRET, EC30 ANP, primary screen. AID 1671463, 2021. 0% at EC30 ANP, 100% saturating ANP. activation, % at 10 µM. actives 0.14% (n = 370,000); in the data active means activation above about 40%
DAX1 inh-2 – DAX1 (NR0B1) inhibitors on StAR promoter, primary screen, cell-based, luminescence, SF-1 (NR5A1), full-length DAX-1; HEK293T StAR-luciferase reporter, SF-1/DAX-1 repression relief; inhibition, % at 6.8 µM; actives 1.1% (n = 370,000); AID 652010, 2013;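 active means inhibition above the mean over all tested compounds plus 3 SD, cut at about 3.6% in these data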;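 further: 0% = DAX-1 cells with DMSO and 100% = cells lacking DAX-1 with DMSO; higher inhibition means more luminescence from relief of DAX-1 repression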
hcDAF12 agonist – H. contortus DAF-12 nuclear receptor activators, primary screen, cell-based, luminescence, HEK293, lit1-tk-luc reporter | HEK293 hcDAF-12 lit1-tk-luc reporter; 0% DMSO, 100% Δ7-dafachronic acid | activation, % at 6.8 µM | actives 1.4% (n = 370,000) | AID 652067, 2013;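 active means activation above the mean of all tested compounds plus 3 SD, cut at about 5.5% in these data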;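 further: 100% = response to 3 µM Δ7-dafachronic acid high control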
SMARCA2 act – SMARCA2 (BRM) function activators, primary screen, cell-based, luminescence, high throughput; activation, % at 9.1 µM; actives 1% (n = 370,000); MG213 cells, MMTV-luciferase reporter, dexamethasone, overnight; in the data active means activation above about 7.8%;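 further: 0% = vehicle wells and 100% = reference activator wells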
hgDAF-12 ag – H. glycines DAF-12 receptor agonists, primary screen, cell-based, luminescence, HEK293, GAL4 fusion, UAS-luciferase; Nuclear hormone receptor DAF-12 (Heterodera glycines), GAL4 fusion; HEK293 GAL4-hgDAF12 UAS-luciferase reporter, agonist luminescence; normalized to butyrate control; activation, % at 6.8 µM; actives 1.8% (n = 370,000);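 active means activation above a cutoff set at the mean of all screened compounds plus 3 SD, cut at about 10% in these data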;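 further: 0% = DMSO wells and 100% = sodium butyrate wells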
Starred values were filed as active, the others as inactive; x = no result given.

SMILES	DAX1 inh-1	ADAM10 inh	GC-B act	HGIII-sPLA2 inh	ssDAF-12 act	FXN GAA850 act	GC-A act	DAX1 inh-2	hcDAF12 agonist	SMARCA2 act	hgDAF-12 ag
COC(=O)C1=CN(c2ccc(Oc3ccccc3)cc2)C(N)=C(C#N)C1c1ccc(-c2ccccc2)cc1 (stereo not given)	x	8	2	-5	-0.3	x	-3	0.5	-1.9	1	-3.2
CCC(=O)Nc1ccc(C(=O)N/N=C/c2ccc([N+](=O)[O-])cc2)cc1	-2.1	8	-1	3	-1.6	-0.4	-9	0.2	-0.4	2	1.7
Cc1cccc(N2CCN(CCCNC(=O)C3CCCN(c4ncnc5c4nc4n5CCCCC4)C3)CC2C)c1 (stereo not given)	-1.6	6	-4	-1	-2.0	-0.9	-4	-1.8	-3.9	-3	-7.1
CC(=O)c1cccc(NC(=O)Nc2ccc3c(c2)OCO3)c1	1.6	-7	-2	-6	0.4	1.6	3	1.9	1.0	1	14*
COc1ccc(N2CCN(C(c3cccs3)C(C)NC(=O)C(=O)N3CCCC3)CC2)cc1 (stereo not given)	-0.5	3	-1	7	-1.2	-0.6	-2	-0.3	-3.3	2	-0.8
CC(C)(CNC(=O)C1CCCN1C(=O)c1cccs1)N1CCOCC1 (stereo not given)	-1.2	-3	4	-1	-0.9	0.2	1	0.4	-0.7	1	-3.2
O=C(OCC(=O)c1ccc(Br)s1)c1ccc(O)cc1	-0.3	-14	-1	-25	-1.1	-1.0	-1	1.4	-0.6	2	1.9
O=C(NCc1ccccc1)C1CCCN(C(=O)c2ccc(F)cc2)C1 (stereo not given)	-1.0	-12	0	7	-0.4	-0.5	1	-1.1	-0.6	-1	0.9
CC(=O)Nc1ccccc1OCC(O)CS(=O)(=O)c1ccc(C(F)(F)F)cn1 (stereo not given)	-0.1	-3	5	0	-1.4	3.6	4	-0.3	-0.8	-1	-0.5
COc1ccc(CCc2nc3ccccc3n2C(CCc2ccccc2)c2nc3ccccc3[nH]2)cc1 (stereo not given)	x	-10	-22	-6	-0.6	x	-19	0.5	0.1	-3	1.7
CN(C)C(=O)COc1ccc2ccc(=O)oc2c1	0.0	-105	0	6	-0.8	-1.2	-6	0.2	-0.6	7	-0.8
CN(Cc1ccon1)C(=O)C1CCC(=O)N(CCc2ccc(Cl)cc2)C1 (stereo not given)	0.7	-7	0	11	0.4	1.0	2	-2.7	2.1	-2	-2.2
Cc1ccc(S(=O)(=O)c2nc(S(=O)(=O)c3ccccc3)sc2N2CCN(C)CC2)cc1	0.8	-4	3	-7	-1.0	-3.6	3	-6.2	-3.2	0	-3.6
CCOC(=O)CC(NC(=O)c1cc2cc(Cl)cc(Cl)c2oc1=O)c1cccc([N+](=O)[O-])c1 (stereo not given)	0.5	0	0	2	-0.3	2.4	-3	0.1	1.5	-1	0.2
Nc1nc(=S)c2ncn(C3CCCCC3)c2[nH]1	-1.0	-4	28	9	-1.0	1.1	27	1.1	-0.7	4	-2.2

Overlap with the part before: five compounds, then new ones.
SMILES	DAX1 inh-1	ADAM10 inh	GC-B act	HGIII-sPLA2 inh	ssDAF-12 act	FXN GAA850 act	GC-A act	DAX1 inh-2	hcDAF12 agonist	SMARCA2 act	hgDAF-12 ag
CN(C)C(=O)COc1ccc2ccc(=O)oc2c1	0.0	-105	0	6	-0.8	-1.2	-6	0.2	-0.6	7	-0.8
CN(Cc1ccon1)C(=O)C1CCC(=O)N(CCc2ccc(Cl)cc2)C1 (stereo not given)	0.7	-7	0	11	0.4	1.0	2	-2.7	2.1	-2	-2.2
Cc1ccc(S(=O)(=O)c2nc(S(=O)(=O)c3ccccc3)sc2N2CCN(C)CC2)cc1	0.8	-4	3	-7	-1.0	-3.6	3	-6.2	-3.2	0	-3.6
CCOC(=O)CC(NC(=O)c1cc2cc(Cl)cc(Cl)c2oc1=O)c1cccc([N+](=O)[O-])c1 (stereo not given)	0.5	0	0	2	-0.3	2.4	-3	0.1	1.5	-1	0.2
Nc1nc(=S)c2ncn(C3CCCCC3)c2[nH]1	-1.0	-4	28	9	-1.0	1.1	27	1.1	-0.7	4	-2.2
C=CCN=C1NN=C(c2cc(C)n(CC=C)c2C)CS1	-1.6	-4	4	-5	-3.6	-13	3	-2.8	-5.6	-6	-16
CCC(=O)N1CCN(C(=O)c2ccccc2)CC1	-1.1	-2	0	14	-0.8	0.2	-1	1.0	-0.7	-3	-0.8
CCOC(=O)CN1C(=O)C(C)(C)Oc2ccc(C(=O)Nc3ccccc3OC)cc21	-1.3	7	0	-3	-1.6	-3.1	7	-0.6	-2.2	-2	-1.0
CCCC[C@H](C(=O)N(C)c1cccc(OC)c1)[C@@H](O)c1ccc(Cl)cc1	x	7	-22	-1	-1.3	x	-29	-1.4	-2.9	-4	-3.5
Cn1c(=O)c2ncn(CC(=O)Nc3cc(C(F)(F)F)ccc3N3CCOCC3)c2n(C)c1=O	0.9	-5	-6	-1	-2.2	1.4	-2	-0.5	-0.4	1	0.1
Cc1cccc(CC(Cc2nc3ccccc3[nH]2)c2nc3ccccc3[nH]2)c1 (stereo not given)	0.7	8	-13	-36	-1.5	-3.1	-11	-0.6	-1.9	-7	-0.9
Cc1ccccc1-n1nc2c(c1NC(=O)c1cc3ccccc3o1)CS(=O)(=O)C2	0.0	-5	-2	3	-1.0	-0.6	0	0.3	-1.1	-1	-1.4
O=C(CCC(=O)Nc1ccccc1)NNC(=O)COc1ccccc1	-0.5	4	-4	16	0.0	-0.1	-1	-0.7	-0.2	-3	0.5
CCCc1[nH][nH]c(=O)c1C(c1ccc(Br)cc1)C(C#N)C#N (stereo not given)	2.0	7	-1	-19	-1.3	1.1	-14	0.0	-2.0	-4	-0.4
COc1ccc(C(=O)OCC2CC(c3ccccc3)N(C)O2)cc1 (stereo not given)	-0.5	13	3	-3	-1.2	-0.7	4	1.1	-1.5	2	-0.9
COc1ccccc1Nc1nn2c(=O)c3ccc(C(=O)N4CCCCC4)cc3nc2s1	0.9	6	18	1	-0.9	0.2	12	0.1	-0.6	1	0.4
COc1cccc(C2=CC(c3ccc(N(C)C)cc3)n3nnnc3N2)c1 (stereo not given)	3.7	-28	5	-14	-1.5	-0.8	10	0.1	-2.2	1	1.0
CN1CCc2c(sc(NC(=O)c3ccc(S(=O)(=O)N4CCc5ccccc54)cc3)c2C(N)=O)C1	x	0	-7	-9	-1.6	x	-5	0.0	0.5	2	2.4
COc1ccc(-n2c(=O)c3c4c(sc3n3c(=S)[nH]nc23)CCC4)cc1	0.3	-6	-10	5	-0.3	-1.5	2	-0.2	2.3	-2	-1.0
CCN1C(=O)[C@H]2[C@H]3CN=C(SCc4ccc(Cl)cc4)N3[C@@](Cc3ccccc3)(C(=O)OC)[C@H]2C1=O	-1.5	15	4	-12	-1.1	-2.6	-6	0.8	-0.3	-2	-0.8
COc1ccc(CCCNC(=O)C2Cc3c(-c4ccccc4)ccnc3O2)cc1 (stereo not given)	x	-1	-4	-5	-1.5	-1.3	-1	0.3	0.1	-2	0.1
COc1ccc(C(C)=O)cc1CSc1nnc(-c2ccncc2)n1C	0.2	2	1	2	-1.1	0.1	2	0.5	-1.6	-4	0.0
CC(=O)c1ccccc1NC(=O)COC(=O)/C(=C/c1ccccc1)n1nnnc1C	-0.5	-8	2	4	-0.2	-1.4	5	-0.9	0.3	-3	0.5
Cc1cc2ncn(N)c2cc1C	1.5	3	2	90*	-1.6	-0.2	-1	0.1	-1.3	-2	-2.3
Cc1occc1C(=O)Nc1cccc2ccccc12	3.6	2	4	-5	1.1*	3.8	0	3.8*	6.7*	3	17*
CCC(=O)N1N=C(c2ccc(Cl)cc2)CC1c1ccco1 (stereo not given)	5.8*	9	-6	-8	-1.8	3.0	-4	-0.1	-1.2	-2	0.8
CS(=O)(=O)N(CC(=O)N1CCC(C(N)=O)CC1)C1CCCCC1	1.7	-5	1	3	-1.0	1.0	0	-0.2	-1.8	-1	0.0
COCCNC(=O)c1cc(-c2ccccc2)sc1N	x	-73	0	16	-0.3	x	4	-0.1	1.9	-4	1.3
CCOC(=O)CSc1nc2ccc(NC(C)=O)cc2s1	-0.2	-12	-4	-1	-1.2	-0.5	-6	-0.3	-1.0	-1	-2.1
CS(=O)(=O)N1CCN(c2nc(-c3ccccc3)cs2)CC1	-0.3	8	-9	-4	-0.5	-1.3	-3	-0.3	2.7	1	1.3
O=C(CSC(=S)N1CCCCC1)Nc1ncc2c(n1)CCCC2=O	0.9	-5	2	22*	-2.1	1.1	0	0.0	-2.4	-6	-1.4
O=C(Oc1cncc(Cl)c1)c1ccco1	-1.2	-12	1	8	-0.8	3.1	1	-0.4	-0.6	-2	-0.1
COc1cccc(NC(=O)CN(C)C(=O)c2ccc3ccccc3c2)c1	-0.7	-7	4	-10	-1.1	-0.2	6	-1.0	0.7	-5	-1.0
CCC(C)Sc1nnc(Cc2cc(=O)[nH]c(=O)[nH]2)n1-c1ccc(OC)cc1 (stereo not given)	0.1	-23	-4	-41	-1.1	-0.3	2	1.1	0.0	0	1.8
O=S(=O)(Nc1ccc(N2CCOCC2)cc1)c1ccc(F)cc1	-0.6	-6	2	6	-0.6	1.0	-2	-0.5	0.6	-3	-0.3
O=C(COC(=O)CCc1nc2ccccc2s1)NC(=O)NCc1ccco1	-1.1	-14	-2	-3	-1.2	1.9	-3	0.3	-0.1	2	-2.4
CC(C)(C)S(=O)(=O)c1ccccc1-c1noc(-c2ccccc2)c1C(N)=O	x	3	2	-4	-1.8	2.6	-1	-0.1	-1.0	-3	-1.7
O=C(/C=C/c1ccccc1[N+](=O)[O-])OCC(=O)c1ccccc1	-0.2	7	4	-8	-1.0	0.2	6	-0.5	-1.4	10*	6.1
CC(C)Sc1sc(C(=O)O)c(-c2ccc(Cl)cc2)c1C#N	0.5	11	1	-9	-1.6	0.0	-4	0.3	-1.3	0	-0.9
